MT stabilizer: stabilizes microtubules in HeLa cells; HeLa tubulin immunostaining HCS, 24 h; share of cells brighter than vehicle mean+2SD; % tubulin-high responders, % at 10 µM; 200,000 tested, 0.83% active;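 active means plate Z-score above 3 for both tubulin-high and condensed-nucleus cell shares, with cell loss under 80%, at 10 µM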;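 further: anti alpha tubulin signal scored within the nucleus-defined area of each cell; some results filed as inactive read as strong as hits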
M17LAP inhibition: P. falciparum M17LAP inhibitors, primary screen, biochemical, fluorogenic H-Leu-NHMec substrate, 1536-well (AID 1619). recombinant M17LAP, H-Leu-NHMec fluorogenic kinetic assay; higher % means a stronger effect. inhibition, % at 30 µM, or IC50 in µM where a hit was titrated. 220,000 tested, 0.38% active;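 active means compound inhibiting the enzyme by more than half at any dose during confirmatory dose-response retesting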;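 further: plate controls were full reaction with DMSO carrier for no effect and no enzyme background for full effect; strong numbers were not always called active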
Autophagy mod: autophagy modulation, high-content screen; calls only at 10 µM (by protocol); 190,000 tested, 0.98% active; MEF GFP-LC3 puncta imaging; test concentration mostly 10 µM; AID 463193;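 active means percentage of spot-positive cells more than 3 SD above its plate mean, without a fluorescence outlier flag or 80% toxicity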;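 further: spot-positive cell cutoff set from DMSO-treated cells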
Ins promoter up: MIN6 insulin promoter up-regulation; MIN6 insulin promoter-GFP reporter, high-content imaging; hits give high values; z-score at 5 µM; 190,000 tested, 0.3% active; AID 1625;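 active means z-score above 3 at 5 µM with at least 500 cells counted in the well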
Dynein transport: blocks dynein driven cargo transport along microtubules; z-score, hits read low; AID 1381; 3617.4 mouse cells, GR-EGFP nuclear translocation imaging; test concentration mostly 20 µM; stimulated with dexamethasone, 1 µM; hits give low values; 220,000 tested, 0.47% active;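 active means plate z-score of nuclear minus cytoplasmic receptor signal below a set negative limit, without overly bright fluorescence or cell loss, cut at about -3.5 in these data, passing the limit was not always enough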;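 further: z-score of nuclear minus cytoplasmic ring GR-EGFP intensity difference per well; some compounds called inactive have numbers as strong as hits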
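Buffer or medium: tet-free medium with charcoal-stripped serum / Also added: dexamethasone agonist, 1.0 µM final, for 30 min / Timing: induction 48 h, compound 1 h, agonist 30 min / Measured by: high-content fluorescence imaging after fixation / Read-out: nuclear-to-cytoplasmic GR-EGFP distribution per well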
HEK293 NOD2/NF-kB: inhibition of NOD2-driven NF-kB reporter – cell-based, luminescence, uHTS, HEK293 (AID 1566); one-dose inhibition, % at 4 µM; EC50 in µM for titrated hits; 290,000 tested, 0.63% active; HEK293 NOD2/NF-kB luciferase reporter, luminescence; higher % means a stronger effect; in the data active means inhibition above about 50%; further: many of its hits are not listed in these tables
bCat nuc transl: beta-catenin nuclear translocation modulation; HeLa beta-catenin nuclear translocation, immunofluorescence imaging; nuclear translocation activity, % at 5 µM; 190,000 tested, 0.3% active;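 active means nuclear translocation activity above 50% at 5 µM, with a well cell count of 50 or more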;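 further: per-cell ratio of nuclear to cytoplasmic median beta-catenin stain intensity; plate controls were DMSO negative control for no effect and GSK-3 inhibitor IX positive control for full effect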
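Test system: HeLa cells, endogenous beta-catenin; Compound: single 5 µM dose plus 0.02–20 µM confirmation series; Times: compound exposure 24 h at 37°C; Signal: fluorescence imaging of beta-catenin antibody stain plus DAPI; Read-out: % activation, nuclear-to-cytoplasmic median beta-catenin signal ratio per cell.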
Yfh1-depleted yeast: mitochondrial function rescue without frataxin homolog – Friedreich's ataxia, plus single-dose screen, dose response (AID 1465) | S. cerevisiae Yfh1-off respiration, WST-1 reduction, 72 h; higher fold induction means a stronger effect | one-dose fold induction at 50 µM; EC50 in µM for titrated hits | 220,000 tested, 0.074% active;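 active means fold induction of absorbance versus untreated yeast above a set limit, then at least 30% activation at any dose in follow-up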;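 further: activators that raise dye reduction in frataxin-depleted yeast; strong numbers were not always called active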
NOD1 NF-kB reporter: inhibition of NOD1-driven NF-kB reporter – cell-based, luminescence, uHTS, primary screen (AID 1578) | inhibition, % at 4 µM; hits with a dose series show EC50 in µM | NOD1-driven NF-kB luciferase reporter cells, luminescence; higher % means a stronger effect | 290,000 tested, 1% active; in the data active means inhibition mostly above about 36%, no sharp cut-off; inactive means mostly below about 34%;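 further: HEK-293T reporter cells stimulated with the NOD1 agonist gamma-tri-DAP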
Dynein transport cytoplasmic EGFP: recorded beside Dynein transport, whose call it bears; z-score; measured here: cytoplasmic GR-EGFP intensity; hits give high values
Dynein transport nuclear GR-EGFP: further read-out of Dynein transport, marked with its call; z-score; measured here: nuclear GR-EGFP intensity;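 lower value marks the stronger effect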
Dynein transport cell count: recorded beside Dynein transport, whose call it bears; z-score; measured here: cell count per field
Ins promoter up cell count: recorded beside Ins promoter up, whose call it bears; cell count; measured here: cytotoxicity, nuclei count;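 total cells summed across four imaged fields per well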
bCat nuc transl cell count 5 µM: recorded beside bCat nuc transl, whose call it bears; cell count; measured here: cell count, cytotoxicity flag
MT stabilizer Hoechst-high %: recorded beside MT stabilizer, whose call it bears; % Hoechst-high responders; measured here: nuclear condensation Hoechst responders;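 share of cells brighter than vehicle mean plus two SD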
MT stabilizer cytotoxicity %: recorded beside MT stabilizer, whose call it bears; toxicity, %; measured here: cytotoxicity by cell density;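 0% = mean cell density of plate MIN control wells and 100% = no cells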
Autophagy mod cell loss 18 h: also measured in Autophagy mod; calls as there; toxicity, %; measured here: cell loss, nuclei count;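 cell loss after 18 h compound exposure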
The depositor's hits bear a star; i = inactive; x = not tested or not shown; + = active, no number.

SMILES,Yfh1-depleted yeast,MT stabilizer,Dynein transport cytoplasmic EGFP,Dynein transport nuclear GR-EGFP,HEK293 NOD2/NF-kB,M17LAP inhibition,Ins promoter up cell count,bCat nuc transl,Dynein transport,bCat nuc transl cell count 5 µM,Autophagy mod cell loss 18 h,MT stabilizer cytotoxicity %,NOD1 NF-kB reporter,Ins promoter up,Dynein transport cell count,MT stabilizer Hoechst-high %,Autophagy mod
COc1ccc(C)cc1NC(=O)CSc1nnc(-c2ccco2)n1Cc1ccco1,i,3.7,-0.4,-0.091,18%,-3%,1226,-2.6,0.83,1008,26,10.0,-14%,0.8,0.87,2.3,i
N#C/C(=C/c1ccc(F)cc1)C(N)=S,i,1.7,-0.22,-0.19,14%,-4%,1106,-3.5,-0.83,1112,2,11,-13%,0.86,-0.53,2.4,i
Cc1occc1C(=O)N1CCN(c2ncccn2)CC1,i,2.9,-0.23,-0.41,6%,-2%,1914,-0.7,-0.8,1074,-6,6.2,-21%,-0.06,0.5,2.8,i
O=C(CCCn1c(=S)[nH]c2ccsc2c1=O)Nc1ccc2c(c1)OCO2,i,2.4,-0.33,0.049,5%,31%,1210,-3.1,0.072,1042,-1,3.7,-19%,0.7,0.67,2.5,i
CC(=O)Nc1cccc(NC(=O)C2CCCN2C(=O)Nc2ccccc2C)c1 (stereo not given),i,2.5,0.033,0.1,5%,2%,1619,-1.5,0.18,1284,-3,14,-5%,-0.05,-0.0098,2.3,i
Cc1ccc(NC(=O)CSCCc2ccccn2)nc1,i,1.6,-0.053,1.1,7%,20%,914,x,2.3,x,8,8.4,-14%,-0.32,-1.4,2.4,i
O=C(Nc1ccccc1N1CCCCC1)c1ccco1,i,1.8,-0.13,-0.76,20%,-7%,1652,0.0,-0.41,1388,-10,6.3,-20%,-0.46,-0.33,1.3,i
COc1cccc(NC(=O)N2CCCc3ccccc32)c1,i,2.6,-0.31,0.36,16%,-1%,1420,0.5,0.68,1482,3,9.2,-11%,1.2,0.35,1.7,i
CCn1cc(SCC(=O)NCC2CCCO2)c2ccccc21 (stereo not given),i,x,-0.63,-0.7,2%,3%,940,-0.8,-1.7,1193,x,x,-2%,0.78,0.77,x,x
COC(=O)C1=C(N)Oc2cc(C)n(CC3CCCO3)c(=O)c2C1c1ccccc1 (stereo not given),i,2.6,-0.34,0.022,14%,-5%,1360,-2.3,-0.58,1539,-9,8.3,-16%,0.27,0.55,2.5,i
COc1ccc(S(=O)(=O)N2CCCCCC2)cc1C(=O)OCC(=O)NC(C)(C)C,i,7.6,-0.23,-0.014,-2%,1%,1291,-2.4,0.12,1086,-1,9.8,-24%,-0.69,0.5,1.9,i
O=C(CSc1n[nH]c(-c2ccncc2)n1)NCCc1ccccc1,i,3.0,-0.27,-0.25,4%,2%,1234,0.2,0.038,1075,1,2.8,-25%,-0.34,1.1,1.7,i
CCC(CC)c1nnc(NC(=O)c2ccc([N+](=O)[O-])cc2)s1,i,3.1,-0.12,-0.039,5%,4%,1349,-1.0,-0.32,917,-5,8.5,-16%,2.5,0.37,3.0,i
CC(Oc1ccc(C(=O)c2ccccc2)cc1)C(=O)Nc1ccc(S(N)(=O)=O)cc1 (stereo not given),i,2.6,0.37,-0.6,28%,20%,1479,0.0,-0.58,988,7,6.4,13%,-0.02,1,3.0,i
CCc1ccc(C2CC(c3ccc(F)cc3)Nc3nc(N)nn32)cc1 (stereo not given),i,2.1,-0.21,0.7,4%,1%,1455,1.5,1.2,1157,17,7.2,20%,-1.6,0.034,1.6,i
CS(=O)(=O)NCC(c1cccnc1)N1CCN(c2ccccc2F)CC1 (stereo not given),i,x,4.2,0.22,13%,5%,1093,-0.2,-1.1,1329,x,x,-10%,-0.09,0.16,x,x
COc1ccccc1OCC(=O)Nc1nonc1NC(=O)COc1ccccc1OC,i,2.6,-0.23,0.081,4%,7%,1366,0.5,-0.07,542,10,4.9,-43%,-0.22,-0.31,2.0,i
CCCOc1ccc(/C=N/NC(=O)C(C)Sc2ccccn2)cc1OCC (stereo not given),i,4.9,-0.24,-0.38,8%,-19%,x,0.6,-0.49,1130,7,4.2,-23%,x,1.1,2.1,i
COc1ccc(S(=O)(=O)N2CCCOC2CNC(=O)C(=O)NCCCn2ccnc2)cc1OC (stereo not given),i,1.8,-0.27,-0.42,16%,3%,1531,-4.1,0.18,1098,1,6.3,-36%,-1.3,-0.4,2.6,i
COc1ccc(CN(C(=O)c2nsc(Cl)c2Cl)C(C(=O)NC2CCCC2)c2ccc(OC)cc2)cc1 (stereo not given),i,2.6,-0.096,-0.34,-11%,-3%,1181,-0.1,-0.51,726,-8,13,32%,-0.8,0.56,3.5,i
Nc1c2c3c(sc2nc(=O)n1N)CCCC3,i,2.3,-0.27,-0.34,8%,30%,x,0.1,-0.72,1084,3,7.5,-14%,x,-0.47,1.2,i
COc1ccc(C(=O)N/N=C/c2ccc(OC(=O)c3ccccc3)cc2)cc1,i,5.6,-0.27,0.013,-25%,0%,x,2.7,-0.29,1153,2,11,-35%,x,0.92,1.1,i
CC(C)CCNC(=O)CCc1nnc(Cc2c[nH]c3ccccc23)o1,i,2.3,-0.27,0.32,2%,4%,1451,-0.2,1.1,922,17,5.6,-34%,0.16,0.033,1.6,i
N#Cc1c(SCC(=O)Nc2ccccc2)nsc1SCC(=O)Nc1ccccc1,i,4.7,-0.15,-0.024,-36%,7%,1509,-1.4,-0.24,1030,6,9.7,1%,0.65,-0.012,1.9,i
COc1ccc(NC(=O)C2=NN(C3CCS(=O)(=O)C3)C(=O)CC2)cn1 (stereo not given),i,1.4,-0.27,-0.23,8%,-6%,1278,-0.2,0.09,1057,6,9.7,-14%,0.14,0.79,1.2,i
COCCn1c(=S)[nH]c2ncccc2c1=O,i,3.0,-0.18,-0.15,12%,5%,1195,x,-1,x,0,25,-4%,-0.18,0.1,4.6,i
O=c1[nH]c(CN2CCN(c3ccccc3)CC2)nc2scc(-c3ccccc3)c12,i,20*,0.75,-0.54,-44%,7%,1476,x,-0.74,x,7,34*,-7%,0.23,0.42,40*,i
COc1cc(C=C(c2nc3ccccc3s2)c2nc3ccccc3s2)cc(OC)c1O,i,3.3,-0.098,-0.31,3%,8%,1166,1.0,-0.66,850,-5,5.4,21%,-1.1,1.4,3.1,i
CC(NCC(O)COC1CCC(C(C)(C)C)CC1)c1ccccc1 (stereo not given),i,4.2,-0.0093,-0.1,0%,0%,696,x,0.56,x,3.5*,7.2,-19%,-0.94,-3,2.9,+
CN(C)c1ccc(C=NC(CO)C(O)c2ccc([N+](=O)[O-])cc2)cc1 (stereo not given),i,x,0.37,-0.087,13%,10%,x,0.7,-0.53,1296,x,x,-1%,x,0.54,x,x
CC(=O)c1sc(-c2ccccc2)cc1NS(=O)(=O)c1ccccc1,i,x,-0.21,0.084,15%,-5%,1406,-1.1,0.38,1367,x,x,-1%,-0.84,0.27,x,x
O=C(Nc1nc(-c2ccc(S(=O)(=O)N3CCCC3)cc2)cs1)c1cccs1,i,2.7,-0.25,-0.79,38%,1%,1081,1.8,-1.3,967,2,11,78%,-0.95,0.054,2.3,i
O=C(NCc1cccc(C(F)(F)F)c1)C1CCCN(c2ncccn2)C1 (stereo not given),i,1.8,-0.21,-0.32,-8%,-5%,1446,-2.4,-1,853,-8,15,-20%,0.93,1.3,1.8,i
Cc1nn(-c2ccccc2)c(C)c1[N+](=O)[O-],i,2.7,-0.12,0.42,-1%,-15%,1286,-1.9,0.73,1125,-11,6.6,-30%,-0.05,-1.1,2.8,i
CCOC(=O)N1CCN(C(=O)CCC2CCCC2)CC1,i,3.1,-0.33,0.68,-18%,10%,1701,-1.1,0.13,1019,21,7.6,-34%,-0.18,-0.2,2.1,i
COCCn1c(C)cc2c(c1=O)C(c1ccco1)C(C#N)=C(N)O2 (stereo not given),i,1.5,-0.15,0.026,20%,-28%,x,x,-0.57,x,24,9.0,7%,x,0.22,1.7,i
Cc1ccc(NC(=O)c2cccc(Cl)c2)nc1,i,1.7,-0.22,-0.33,0%,5%,x,0.3,-0.46,1169,5,7.0,-24%,x,0.37,1.2,i
COc1ccc(-c2[nH]ncc2CN(C)CCN2CCOCC2)cc1F,i,3.6,-0.13,1,11%,-2%,1351,2.6,1.3,994,26,4.4,10%,-0.24,-1.5,1.8,i
CC(OC(=O)C1CC(O)CN1S(=O)(=O)c1ccccc1[N+](=O)[O-])C(=O)N1CCCCC1 (stereo not given),i,7.3,-0.22,-0.56,2%,3%,1175,-2.9,-0.36,506,5,4.1,2%,0.53,0.82,2.8,i
Cc1cccn2c(CNCCCn3ncc4ccccc43)c(C(=O)N3CCCCC3)nc12,i,2.0,-0.21,-0.11,6%,-10%,x,-1.1,0.0011,987,-14,12,-27%,x,-0.32,2.4,i
c1ccc(Oc2cc(-c3ccccc3)ncn2)cc1,i,2.3,-0.23,-0.63,-58%,0%,x,x,0.24,x,1,3.6,-21%,x,0.24,0.8,i

Compound activity as filed in PubChem.

These rows are one share of the data (hit frequency here may not be typical).
